hIAP block: human IAP inhibition; P09923; purified IAP, CDP-Star luminescence, 30 min; inhibition, % at 10 µM; hit rate 0.12% among 330,000; AID 2544;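 active means inhibition reaching a set limit with compound at 10 µM in the primary screen, cut at about 35% in these data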;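 further: plate controls were DMSO wells with enzyme for no effect and no-enzyme buffer wells for full effect; values of inactives mirror those of a sister screen read the other way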
mIAP inh: mouse IAP inhibition | inhibition, % at 10 µM | purified mouse IAP, CDP-Star luminescence, 30 min | AID 2806 | hit rate 0.2% among 330,000;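 active means inhibition of at least 40% at 10 µM in the primary screen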;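 further: plate controls were DMSO with enzyme for no effect and no enzyme wells for full effect; values of inactives mirror those of a sister screen read the other way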
mIAP act: increases mouse intestinal alkaline phosphatase activity; hit rate 0.24% among 330,000; muIAP, CDP-Star luminescence, 30 min; active compounds read high; 1 = vehicle-only enzyme signal, 0 = enzyme-free wells; activation factor at 10 µM; AID 2805;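 active means activation factor of at least 2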; further: the source names both 10 and 20 µM as test concentration; values of inactives mirror those of a sister screen read the other way
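Assay system: mouse IAP enzyme / Compound: DMSO-dissolved test compounds / Timing: 30 min, room temperature / Measured by: luminescence from enzymatic CDP-Star hydrolysis / Control set: DMSO-only wells, enzyme-free buffer wells as negative control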
ATG4B inh: blocks human ATG4B protease cleavage of LC3 substrate; Q9Y4P1; ATG4B cleavage of LC3-PLA2, NBD-HPC fluorescence, 1 h; inhibition, % at 8.33 µM; hit rate 0.51% among 340,000; AID 504462; in the data active means inhibition above about 40%
hIAP activ: human IAP activation; P09923; AID 2524; activation factor at 10 µM; purified human IAP, CDP-Star luminescence, 30 min; active compounds read high; 1 = vehicle-only enzyme, 0 = enzyme-free background; hit rate 0.16% among 330,000;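 active means activation factor of the enzyme at least 2-fold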; further: the source names both 10 and 20 µM as test concentration; values of inactives mirror those of a sister screen read the other way
HKDC1 inh: HKDC1 (human) hexokinase inhibition | AID 493160 | hit rate 0.16% among 340,000 | recombinant HKDC1, G6PDH/diaphorase resazurin coupled fluorescence | inhibition, % at 20 µM;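 active means inhibition above about 35% when tested at 20 µM, limit read from the data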;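 further: plate controls were DMSO wells with enzyme for no effect and DMSO wells lacking enzyme for full effect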
Target sequence (Q2TB90 whole entry, looked up): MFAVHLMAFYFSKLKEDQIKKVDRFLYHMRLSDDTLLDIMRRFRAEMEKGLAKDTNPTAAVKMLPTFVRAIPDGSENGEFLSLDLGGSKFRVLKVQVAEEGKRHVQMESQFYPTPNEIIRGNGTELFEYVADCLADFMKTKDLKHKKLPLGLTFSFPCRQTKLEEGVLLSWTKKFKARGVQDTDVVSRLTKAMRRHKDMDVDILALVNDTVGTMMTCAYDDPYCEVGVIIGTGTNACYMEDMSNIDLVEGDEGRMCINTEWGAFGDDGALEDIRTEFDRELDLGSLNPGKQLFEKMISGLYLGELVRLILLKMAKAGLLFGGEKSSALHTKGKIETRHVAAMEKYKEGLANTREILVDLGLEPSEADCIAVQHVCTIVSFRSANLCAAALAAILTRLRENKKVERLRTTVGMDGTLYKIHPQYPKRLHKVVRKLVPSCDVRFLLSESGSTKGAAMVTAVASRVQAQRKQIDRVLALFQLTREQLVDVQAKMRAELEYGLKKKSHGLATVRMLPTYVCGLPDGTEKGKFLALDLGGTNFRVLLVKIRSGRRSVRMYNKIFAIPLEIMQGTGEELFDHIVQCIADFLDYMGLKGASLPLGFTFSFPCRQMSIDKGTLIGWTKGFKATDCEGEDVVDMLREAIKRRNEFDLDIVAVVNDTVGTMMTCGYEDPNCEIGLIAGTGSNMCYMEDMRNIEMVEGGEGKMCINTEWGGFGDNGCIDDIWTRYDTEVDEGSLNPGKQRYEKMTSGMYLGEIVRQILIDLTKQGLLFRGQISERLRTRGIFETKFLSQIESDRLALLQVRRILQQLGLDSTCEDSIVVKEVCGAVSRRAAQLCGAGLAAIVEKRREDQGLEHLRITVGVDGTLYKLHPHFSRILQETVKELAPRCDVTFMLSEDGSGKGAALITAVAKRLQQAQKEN
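Assay system – recombinant HKDC1 (HK5) hexokinase enzyme, produced in-house · Input – HKDC1 at 5 µg/mL · Reagent – glucose plus 1 mM ATP as hexokinase substrates · Timing – 90 min reaction incubation at room temperature, dark · Measured by – G6PDH/diaphorase-coupled fluorescence, 1 mM NADP, 100 µM resazurin, 525/613 nm · Benchmarks – DMSO-enzyme wells negative, buffer-substituted wells positive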
APOBEC3A inh: blocks human APOBEC3A ssDNA deamination; AID 493011; recombinant A3A, FAM/TAMRA ssDNA deamination fluorescence; inhibition, % at 20 µM; hit rate 0.41% among 330,000; P31941;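 active means at least 40% inhibition at 20 µM here, with at most 30% in a related deaminase screen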;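 further: plate controls were A3A with DMSO for no effect and wells lacking A3A enzyme for full effect; some results filed as inactive read as strong as hits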
PfGluPho inh: PfG6PD (Plasmodium falciparum) enzyme inhibition. AID 504690. hit rate 0.78% among 350,000. PfGluPho enzyme, NADPH resazurin-diaphorase fluorescence. inhibition, % at 20 µM;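 active means inhibition reaching at least a set limit at 20 µM in the primary screen, cut at about 59% in these data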;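 further: 0% = DMSO wells with substrate and 100% = DMSO wells lacking glucose-6-phosphate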
Active calls of the source: *. Not a hit list; any-hit rate near 2.4%.

no.	hIAP block	mIAP act	APOBEC3A inh	HKDC1 inh	hIAP activ	ATG4B inh	mIAP inh	PfGluPho inh	Compound
1	6.7	1.01	-1.3	-4.5	0.933	-0.1	-0.9	-12.2	O=C(COC(=O)c1ccco1)c1ccc(Cl)cc1
2	2.6	0.897	0.2	-9.2	0.974	1.4	10.3	-0.3	CCOc1nc(C)ccc1-c1noc(-c2ccco2)n1
3	8.0	0.967	-4.2	-1.9	0.92	-5.0	3.3	-3.7	Cc1cc(C)n(-c2ccc(NC(=O)C3CCCCN3C(=O)c3ccoc3C)cc2)n1 (stereo not given)
4	-7.5	1.08	-6.0	1.7	1.07	-8.5	-8.1	-16.8	CCC(NS(=O)(=O)c1ccc(C)cc1)C(=O)O (stereo not given)
5	2.5	1.06	-2.8	2.2	0.975	-4.8	-6.1	-11.1	CCOC(=O)CN(C(=O)CSc1nnc(CNc2ccc(F)cc2)n1CC)c1ccc(F)cc1
6	8.2	1.03	-1.3	21.3	0.918	12.2	-3.4	55.9	Cc1ccc(Cn2c(C)nc3c(c2=O)c2nc4ccccc4nc2n3Cc2ccco2)cc1
7	15.7	0.94	1.5	-2.9	0.843	-0.5	6.0	-4.5	Cc1c(N=Nc2ccc(O)cc2)c(=O)n(-c2ccccc2)n1C
8	4.7	0.735	18.8	33.1	0.953	59.2*	26.5	46.3	O=c1/c(=C\c2cc([N+](=O)[O-])cc([N+](=O)[O-])c2O)sc2nc3ccccc3n12
9	-6.1	1.03	-2.1	-0.1	1.06	-7.1	-2.7	17.8	CCOC(=O)NCc1cc(-c2nn(C)c(=O)c3ccccc23)ccc1C
10	-11.7	1.03	-3.8	8.7	1.12	-2.7	-3.2	-7.8	CCOC(=O)C1=C(O)C(=O)N(Cc2cccnc2)C1c1ccc(C)cc1 (stereo not given)
11	-7.7	0.984	0.6	40.0*	1.08	-22.6	1.6	45.5	Cc1ccc2cc(CCNC(=O)c3ccc(S(=O)(=O)N4CCCCC4)cc3)c(=O)[nH]c2c1
12	4.6	0.959	-3.4	-0.4	0.954	-9.9	4.1	11.9	COc1cc(C(=O)N(Cc2ccc(N(C)C)cc2)C2CCS(=O)(=O)C2)cc(OC)c1OC (stereo not given)
13	-1.3	0.977	-0.3	4.0	1.01	-12.4	2.3	-5.7	Cc1ccc(C)c(NC(=O)c2nc(-c3ccccc3)n(-c3ccccc3)n2)c1
14	-8.7	1.04	0.4	-4.4	1.09	8.2	-3.8	-1.3	COc1ccc(CCC(C)NCCc2ccc(Cl)cc2Cl)cc1 (stereo not given)
15	3.2	0.965	-4.0	-3.9	0.968	-3.5	3.5	-5.8	COc1nc(N)c(S(=O)(=O)c2ccc(C)cc2)cc1C#N
16	14.4	0.95	-1.9	-5.0	0.856	-3.1	5.0	-21.0	COc1ccc(CN2C(=O)CCC2(C)C(=O)NC2CCCCCC2)cc1 (stereo not given)
17	-15.1	1.03	-1.2	1.5	1.15	-5.0	-3.4	1.2	COc1ccccc1CN1CC(C(=O)NCc2ccc(SC)cc2)CCC1=O (stereo not given)
18	-11.0	0.973	-6.7	0.8	1.11	5.3	2.7	9.5	Cc1cc(N2CCN(c3ccccc3)CC2)nc2ccccc12
19	-18.9	1.48	6.1	6.5	1.19	3.9	-48.1	-0.7	COc1ccc2[nH]c3c(NCc4ccco4)ncnc3c2c1
20	-36.1	0.992	-4.0	1.0	1.36	2.5	0.8	-9.8	CCc1nonc1NC(=O)c1oc2ccc(Cl)cc2c1C
21	4.4	0.992	2.5	-3.1	0.956	-21.6	0.8	0.7	COc1ccc(Nc2oc(-c3ccco3)nc2S(=O)(=O)c2ccc(F)cc2)cc1
22	-0.4	0.947	-0.3	-1.8	1	-8.8	5.3	-5.9	COc1ccc(NC(=O)COC(C)=O)cc1OC
23	-16.7	1.02	-1.5	-0.3	1.17	1.1	-1.8	3.2	CCOc1ccc(OCC)c(S(=O)(=O)NCc2ccccc2)c1
24	3.2	0.931	0.7	-5.3	0.968	-3.1	6.9	18.1	O=C(CSc1nnc(-c2ccncc2)o1)Nc1cccc(F)c1
25	-6.1	1.07	0.8	-3.9	1.06	0.6	-7.1	5.0	CCOCCCNC(=O)Cc1ccc(-n2c(CC)nc3cccnc32)cc1
26	-8.9	1.09	-6.0	-5.0	1.09	0.2	-9.4	-8.2	OCC1(CCOc2ccccc2)CCN(Cc2ccc3c(c2)OCCO3)CC1
27	-7.4	0.947	-6.3	-8.6	1.07	12.9	5.3	-8.0	Cc1nc2nc[nH]n2c(=O)c1CCOC(=O)c1ccccc1F
28	16.7	1.04	-1.0	-10.8	0.833	-10.2	-3.9	-19.1	Cc1nn(-c2ccccc2)c2sc(C(=O)N(Cc3ccco3)C(C)C(=O)NC(C)(C)C)cc12 (stereo not given)
29	8.4	0.833	-1.7	-4.6	0.916	-14.5	16.7	10.9	NC(=O)CC(NC(=O)c1cccc(Br)c1)c1ccc(NC2CCN(Cc3ccccc3)CC2)c([N+](=O)[O-])c1 (stereo not given)
30	-0.3	1.06	-4.1	-5.0	1	2.7	-6.3	3.0	COc1ccc(OC)c(S(=O)(=O)NC(C)CCc2ccccc2)c1 (stereo not given)
31	-8.3	1.1	-7.6	-0.1	1.08	-7.7	-10.2	9.8	Oc1ccc(-c2nnc(Nc3cccc(O)c3)c3ccccc23)cc1
32	-25.7	0.912	-3.2	-3.2	1.26	-1.3	8.8	-7.6	Cc1csc(/C(C#N)=N/O)n1
33	-3.2	0.947	-4.3	-3.3	1.03	-0.2	5.3	-11.9	Cc1ccc(S(=O)(=O)N2CCCCC2C(=O)O)cc1 (stereo not given)
34	-7.0	1.01	3.8	-8.2	1.07	5.1	-1.2	6.4	CCOc1ccc(C(=O)NCCN(C)C)cc1
35	0.2	0.989	-1.8	-2.4	0.998	-6.1	1.1	4.6	CCn1ccc(C(=O)Nc2ncc(C)s2)n1
36	-15.7	0.966	-3.9	-1.2	1.16	-4.4	3.4	2.9	COc1cccc(NC(=O)Cn2c3ccc(F)cc3c3nc4n(c(=O)c32)CCS4)c1
37	8.0	0.995	-1.3	-1.6	0.92	-2.5	0.5	-6.8	CCC(CC)c1nnc(NC(=O)c2cc(-c3ccccc3)nc3ccccc23)s1
38	0.8	1.04	-1.8	-4.5	0.992	19.0	-4.5	6.9	COc1cccc(CNC(=O)C2CCN(S(=O)(=O)c3ccc(C)cc3)CC2)c1
39	6.6	0.884	-3.3	14.7	0.934	-1.4	11.6	2.5	N#C/C(=C\c1ccccc1C(F)(F)F)C(=O)Nc1ccccc1F
40	28.6	1.03	-5.9	5.2	0.714	-1.2	-3.0	6.5	Cc1cc2oc(C(=O)N(Cc3ccc(N(C)C)cc3)CC3CCCO3)c(C)c2cc1C (stereo not given)
41	-77.6	0.948	-3.3	-0.1	1.78	-5.0	5.2	10.8	Cc1cc(C)nc(Nc2n[nH]c(-c3cccc4ccccc34)n2)n1
42	1.8	1.02	-0.7	2.1	0.982	-4.2	-1.9	-2.5	CC1CCN(C(c2ccccc2)c2nnnn2C(C)(C)C)CC1 (stereo not given)
43	8.8	1.04	2.1	-4.8	0.912	-1.1	-4.3	12.3	c1cncc(CNc2ncn[nH]2)c1
44	6.6	1.06	-4.4	4.0	0.934	2.0	-5.8	-29.7	O=C(Nc1ccc(S(=O)(=O)Nc2nccs2)cc1)c1c(F)c(F)c(F)c(F)c1F
45	-24.6	0.939	5.2	-1.6	1.25	-9.9	6.1	-5.2	COC(=O)c1ccccc1NC(=O)N1CCN(S(=O)(=O)c2ccc(Cl)cc2)CC1

Gathered by group, the entries above with a halogen
no.	hIAP block	mIAP act	APOBEC3A inh	HKDC1 inh	hIAP activ	ATG4B inh	mIAP inh	PfGluPho inh	Compound
1	6.7	1.01	-1.3	-4.5	0.933	-0.1	-0.9	-12.2	O=C(COC(=O)c1ccco1)c1ccc(Cl)cc1
5	2.5	1.06	-2.8	2.2	0.975	-4.8	-6.1	-11.1	CCOC(=O)CN(C(=O)CSc1nnc(CNc2ccc(F)cc2)n1CC)c1ccc(F)cc1
14	-8.7	1.04	0.4	-4.4	1.09	8.2	-3.8	-1.3	COc1ccc(CCC(C)NCCc2ccc(Cl)cc2Cl)cc1 (stereo not given)
20	-36.1	0.992	-4.0	1.0	1.36	2.5	0.8	-9.8	CCc1nonc1NC(=O)c1oc2ccc(Cl)cc2c1C
21	4.4	0.992	2.5	-3.1	0.956	-21.6	0.8	0.7	COc1ccc(Nc2oc(-c3ccco3)nc2S(=O)(=O)c2ccc(F)cc2)cc1
24	3.2	0.931	0.7	-5.3	0.968	-3.1	6.9	18.1	O=C(CSc1nnc(-c2ccncc2)o1)Nc1cccc(F)c1
27	-7.4	0.947	-6.3	-8.6	1.07	12.9	5.3	-8.0	Cc1nc2nc[nH]n2c(=O)c1CCOC(=O)c1ccccc1F
29	8.4	0.833	-1.7	-4.6	0.916	-14.5	16.7	10.9	NC(=O)CC(NC(=O)c1cccc(Br)c1)c1ccc(NC2CCN(Cc3ccccc3)CC2)c([N+](=O)[O-])c1 (stereo not given)
36	-15.7	0.966	-3.9	-1.2	1.16	-4.4	3.4	2.9	COc1cccc(NC(=O)Cn2c3ccc(F)cc3c3nc4n(c(=O)c32)CCS4)c1
39	6.6	0.884	-3.3	14.7	0.934	-1.4	11.6	2.5	N#C/C(=C\c1ccccc1C(F)(F)F)C(=O)Nc1ccccc1F
44	6.6	1.06	-4.4	4.0	0.934	2.0	-5.8	-29.7	O=C(Nc1ccc(S(=O)(=O)Nc2nccs2)cc1)c1c(F)c(F)c(F)c(F)c1F
45	-24.6	0.939	5.2	-1.6	1.25	-9.9	6.1	-5.2	COC(=O)c1ccccc1NC(=O)N1CCN(S(=O)(=O)c2ccc(Cl)cc2)CC1

Further compounds:
no.	hIAP block	mIAP act	APOBEC3A inh	HKDC1 inh	hIAP activ	ATG4B inh	mIAP inh	PfGluPho inh	Compound
46	-3.8	0.978	-3.2	-6.1	1.04	-3.6	2.2	6.6	Cn1c(CNC(=O)c2ccc3c(c2)OCO3)nnc1SCC(=O)Nc1ccccc1Cl
47	-8.4	1.02	15.1	-1.6	1.08	11.7	-2.0	-6.2	CCOC(=O)c1c(NC(=O)COC(=O)c2cnccn2)sc(C(=O)NC)c1C
48	-22.3	1.03	-7.1	14.9	1.22	1.8	-2.7	5.2	Cc1ccc(N2CN=C(c3ccccc3)NC2=S)cc1
49	-4.9	0.914	3.5	17.1	1.05	4.3	8.6	-15.0	O=C1C2C3c4ccccc4C(Br)(c4ccccc43)C2C(=O)N1c1ccccc1O (stereo not given)

From PubChem
